High-throughput results: PubChem, The Scripps Research Institute Molecular Screening Center
PAFAH1B2 FP inh – PAFAH1B2 (human) inhibition; recombinant PAFAH1B2, FP-rhodamine activity probe, fluorescence polarization; hit rate 1.2% among 340,000; inhibition, % at 3.39 µM; P68402;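 active means inhibition above the mean of all tested compounds plus 3 SD, cut at about 24% in these data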;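 further: 0% = enzyme with DMSO and 100% = wells lacking PAFAH1B2; many of its hits are not listed in these tables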
Target sequence (P68402 whole entry, looked up): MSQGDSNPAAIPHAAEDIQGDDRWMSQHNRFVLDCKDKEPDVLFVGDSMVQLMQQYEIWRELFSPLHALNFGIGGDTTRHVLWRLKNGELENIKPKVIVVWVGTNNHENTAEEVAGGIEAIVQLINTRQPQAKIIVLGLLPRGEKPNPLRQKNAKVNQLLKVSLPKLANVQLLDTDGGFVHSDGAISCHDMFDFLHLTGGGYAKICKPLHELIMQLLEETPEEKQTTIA
ZTA DNA inh – counter-screen for EBNA-1 inhibitors: inhibitors of Epstein-Barr virus ZTA | P03206 | ZTA-DNA binding, fluorescence polarization | inhibition, % at 11 µM | hit rate 0.15% among 320,000; in the data active means inhibition above about 33%
Target sequence (P03206 whole entry, looked up): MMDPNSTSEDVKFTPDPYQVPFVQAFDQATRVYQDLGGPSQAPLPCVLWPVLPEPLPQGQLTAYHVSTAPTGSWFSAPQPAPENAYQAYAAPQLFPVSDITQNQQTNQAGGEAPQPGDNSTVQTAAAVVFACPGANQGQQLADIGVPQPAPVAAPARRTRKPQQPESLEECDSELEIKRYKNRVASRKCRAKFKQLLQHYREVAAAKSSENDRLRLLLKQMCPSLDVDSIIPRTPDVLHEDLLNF
LYPLA1 inh – LYPLA1 (human) inhibition in PME1 counter-screen. O75608. recombinant LYPLA1, FP-Rh probe fluorescence polarization. inhibition, % at 5.9 µM. hit rate 0.16% among 320,000;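 active means inhibition above the mean of all tested compounds plus 3 SD, set per campaign, cut at about 14% in these data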;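 further: inhibitors block serine hydrolase probe labeling of LYPLA1 so polarization falls; 0% = enzyme with DMSO and 100% = wells lacking LYPLA1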
LYPLA2 inh – LYPLA2 (human) inhibition in PME1 counter-screen | recombinant LYPLA2, FP-Rh probe fluorescence polarization | O95372 | hit rate 0.38% among 320,000 | AID 2177 | inhibition, % at 5.9 µM;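 active means inhibition above the screen-wide mean plus 3 SD, limit set per campaign, cut at about 26% in these data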;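 further: 0% = LYPLA2 with DMSO and 100% = wells lacking LYPLA2 enzyme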
PAFAH1B3 inh – PAFAH1B3 (human) inhibition; recombinant PAFAH1B3, FP-rhodamine probe, fluorescence polarization; inhibition, % at 3.39 µM; hit rate 0.28% among 340,000;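 active means inhibition above the screen-wide average of all tested compounds plus 3 SD, cut at about 25% in these data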;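 further: 0% = enzyme with DMSO only and 100% = wells lacking PAFAH1B3 protein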
PAFAH2 FP inh – PAFAH2 (human) inhibition; hit rate 0.99% among 340,000; inhibition, % at 3.39 µM; recombinant PAFAH2, FP-rhodamine activity probe, fluorescence polarization; Q99487;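 active means inhibition above the mean over all tested compounds plus 3 SD, cut at about 30% in these data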;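 further: inhibitors block probe labeling of enzyme so polarization drops; 0% = enzyme with DMSO and 100% = wells lacking PAFAH2 protein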
EBNA-1 inh – blocks EBNA-1 binding to DNA | EBNA-1 DNA binding, fluorescence polarization | inhibition, % at 14.8 µM | hit rate 0.34% among 300,000 | AID 1950; in the data active means inhibition above about 28%
PREPL inhibitor – inhibits the human prolyl oligopeptidase-like enzyme; Q4J6C6; recombinant PREPL, fluorescence polarization activity-based probe; inhibition, % at 5.96 µM; hit rate 0.68% among 320,000; AID 2751; in the data active means inhibition above about 43%;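 further: 0% = enzyme with DMSO and 100% = wells lacking enzyme; many of its hits are not listed in these tables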
pPAFAH inh – pPAFAH (human) enzyme inhibition; Q13093; hit rate 1.5% among 330,000; recombinant pPAFAH, FP-rhodamine probe fluorescence polarization; inhibition, % at 3.39 µM;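 active means inhibition above the mean inhibition across the screen plus 3 SD, cut at about 25% in these data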;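 further: inhibitors block binding of the rhodamine activity-based probe so polarization drops; 0% = enzyme with DMSO and 100% = wells lacking pPAFAH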
Target sequence (Q13093 whole entry, looked up): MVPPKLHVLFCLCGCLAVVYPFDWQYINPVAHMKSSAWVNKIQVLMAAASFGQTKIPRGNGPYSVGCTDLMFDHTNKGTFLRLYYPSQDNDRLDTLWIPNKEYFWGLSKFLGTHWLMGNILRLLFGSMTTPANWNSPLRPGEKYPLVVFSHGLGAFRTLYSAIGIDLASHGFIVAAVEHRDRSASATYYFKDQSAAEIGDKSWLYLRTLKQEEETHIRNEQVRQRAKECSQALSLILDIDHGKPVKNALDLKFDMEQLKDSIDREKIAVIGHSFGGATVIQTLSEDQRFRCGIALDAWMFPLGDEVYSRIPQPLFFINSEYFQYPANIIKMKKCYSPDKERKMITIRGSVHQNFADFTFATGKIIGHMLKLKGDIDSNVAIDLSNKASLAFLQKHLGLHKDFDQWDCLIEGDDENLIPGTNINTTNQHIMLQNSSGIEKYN
Active calls of the source: *; · = no result given. This is a subset; rates above refer to the full screens.

SMILES	PAFAH1B2 FP inh	ZTA DNA inh	LYPLA1 inh	LYPLA2 inh	PAFAH1B3 inh	PAFAH2 FP inh	EBNA-1 inh	PREPL inhibitor	pPAFAH inh
C=CCN1C(=O)N(c2ccc(F)cc2)C(=O)C1CC(=O)Nc1ccc(Cl)cc1 (centres undefined)	3	5	0	2	1	2	1	-4	3
O=C(CN1C(=O)S/C(=C\c2ccccc2)C1=O)NNC(=O)c1ccccc1O	5	-1	-3	0	11	8	-2	22	4
COC(=O)c1ccccc1S(=O)(=O)C(C)(C)C	0	-13	4	6	7	-1	1	4	2
O=C(C1CCN(S(=O)(=O)c2cccc3cccnc23)CC1)N1CCN(c2ccc(Cl)cc2)CC1	1	14	5	11	-5	0	6	6	3
O=c1[nH]c(-c2ccc(O)cc2)nc2scc(-c3cccs3)c12	-7	-3	-8	-7	-8	-10	-6	-10	-10
O=C(Oc1ccc[nH]c1=O)c1cccc(Cl)c1	4	12	-4	0	5	1	12	2	7
CCOc1ccc(C(CC(=O)O)NC(=O)COc2ccccc2)cc1OC (centres undefined)	2	-2	-2	-4	6	2	5	-3	4
N#Cc1ccc(C(=O)NCCCSc2ccccc2)cc1	7	0	1	3	3	-5	15	-8	9
COc1cccc(Nc2nc(-c3cccs3)nc3ccccc23)c1	-15	-6	-26	-30	-24	-29	-4	2	-10
O=[N+]([O-])/C=C/c1c(OCc2ccccc2)ccc2ccccc12	-2	9	-4	2	-13	-13	-2	2	3
COC(=O)Nc1c(C(=O)OC)cc(OC)c(OC)c1OC	4	-13	5	-6	6	2	-1	14	2
CC1CCN(c2c(NCC3CCC(C(=O)NCc4ccccc4)CC3)c(=O)c2=O)CC1 (centres undefined)	3	15	-2	-1	4	4	-2	2	1
CSc1nc(N)nc(SC2C=CCCC2)c1C#N (centres undefined)	3	8	0	16	11	-3	7	4	6
CC(C)[C@H](NC(=O)[C@H](CCCN=C(N)N)NC(=O)NC(Cc1ccccc1)C(=O)O)C(=O)NC(C=O)CCCN=C(N)N (some centres undefined)	-2	16	-3	1	8	5	2	1	3
COc1ccccc1OCC(=O)Nc1ncc(C)s1	-1	21	0	-1	-4	-3	·	1	0
Cc1cccc(NC(=O)C2CCN(S(=O)(=O)c3ccc(Cl)cc3)CC2)n1	29*	-20	0	-3	2	3	-3	1	4
O=S(=O)(O)c1cc(OS(=O)(=O)c2ccccc2)cc2ccccc12	30*	-2	-1	2	7	3	-11	8	-3
NS(=O)(=O)c1ccc(CCNC(=O)c2ccc(NS(=O)(=O)c3ccc4[nH]c(=O)[nH]c4c3)cc2)cc1	7	4	-1	-4	0	2	4	-4	-1
CCOC(=O)c1nnn(CC(=O)Nc2cc(F)ccc2F)c1C(=O)OCC	-4	-7	-3	6	2	0	0	-5	2
NC(=O)CSc1nc(O)cc(=O)n1-c1ccccc1	1	1	0	-7	15	2	-1	5	-4

Only LYPLA2 inh (three entries from above):
Structure | LYPLA2 inh
CSc1nc(N)nc(SC2C=CCCC2)c1C#N (centres undefined) | 16
CCOC(=O)c1nnn(CC(=O)Nc2cc(F)ccc2F)c1C(=O)OCC | 6
O=S(=O)(O)c1cc(OS(=O)(=O)c2ccccc2)cc2ccccc12 | 2

The list goes on.
SMILES	PAFAH1B2 FP inh	ZTA DNA inh	LYPLA1 inh	LYPLA2 inh	PAFAH1B3 inh	PAFAH2 FP inh	EBNA-1 inh	PREPL inhibitor	pPAFAH inh
C=CCn1c(=N)n(CC(=O)c2ccc(Br)s2)c2ccccc21	6	-7	0	13	5	5	-10	-6	5
Cc1ccc(C)c(NC(=O)COC(=O)c2cccc(S(=O)(=O)N3CCCCC3)c2)c1	4	-7	1	5	-2	7	-4	6	10
CC(=O)Nc1ccc(N(C(=O)CNC(=O)c2ccco2)C(C(=O)NCC2CCCO2)c2ccccc2)cc1 (centres undefined)	4	7	4	0	1	-4	-5	-5	1
CCOC(=O)N1CCN(C(=O)c2cc3ccccc3o2)CC1	6	-2	1	4	0	-16	-2	7	2
CCOC(=O)N1CCN(S(=O)(=O)N2CCCC(C(=O)NCCCN3CCCCC3)C2)CC1 (centres undefined)	-3	12	-1	-1	-2	-4	2	3	4
Cc1ccc(C)c2c1cc(C)c1nnc(SCC(=O)Nc3nc4c(s3)CCCC4)n12	4	7	-2	1	5	-2	2	-16	-2
CC1(C(=O)Nc2c(F)c(F)c(F)c(F)c2F)CC1(Br)Br (centres undefined)	5	6	0	-5	5	-3	2	-4	0
Cc1nn(Cc2ccccc2)c(C)c1C(=O)NCCCN1CCCC1=O	1	-17	-2	0	1	-3	·	17	-9
COc1ccc(C(=O)Nc2ccc(C)c(S(=O)(=O)N3CCCCCC3)c2)cc1	-5	4	-13	-22	-4	-9	1	23	-1
CCOC(=O)N/N=C/c1cn(CCCOc2ccccc2)c2ccccc12	3	8	-5	-1	5	6	1	10	12
O=C(N/N=C/c1ccc(Cl)cc1Cl)c1cccc(N2CCCC2=O)c1	10	-2	10	5	-1	-2	-17	-2	0
COc1ccc(-c2nnc(Nc3nc4c(OC)cccc4s3)o2)cc1	9	1	17*	18	10	10	-13	19	19
CCSc1nnc(NC(=O)[C@@H](NC(=O)c2cc(OC)cc(OC)c2)C(C)C)s1	2	-14	-3	1	9	1	0	12	0
CCn1cc(SCC(=O)N2CCc3ccccc32)c2ccccc21	1	-21	4	5	-5	3	-5	11	3
COC(=O)c1ccc2c(=O)n(CCCCCC(=O)N3CCN(c4ccc(F)cc4)CC3)c(=O)[nH]c2c1	12	8	4	7	1	-7	0	-10	2
C/C(=N\OC(=O)c1c(-c2c(F)cccc2Cl)noc1C)c1nccs1	7	13	-2	-6	8	10	-4	-3	9
O=[N+]([O-])c1ccc(-c2nnc(S)n2-c2ccccc2)cc1	·	-24	5	1	·	·	-15	14	0
Cc1cc2[nH]c(=O)c(=O)[nH]c2cc1S(=O)(=O)N1CCC(C)CC1	25*	-8	-3	-9	7	3	-2	-1	5
O=C(/C=C(O)/C=C/c1ccc(O)cc1)/C=C/c1ccc(O)cc1	20	19	-17	-34	37*	-26	·	4	3
Nc1cc(N2CCCC2)c(Cl)cc1[N+](=O)[O-]	-2	11	0	6	5	-3	3	9	0

By substructure: those above with an aryl thioether with sulfur outside any ring (six)
SMILES	PAFAH1B2 FP inh	ZTA DNA inh	LYPLA1 inh	LYPLA2 inh	PAFAH1B3 inh	PAFAH2 FP inh	EBNA-1 inh	PREPL inhibitor	pPAFAH inh
N#Cc1ccc(C(=O)NCCCSc2ccccc2)cc1	7	0	1	3	3	-5	15	-8	9
CSc1nc(N)nc(SC2C=CCCC2)c1C#N (centres undefined)	3	8	0	16	11	-3	7	4	6
NC(=O)CSc1nc(O)cc(=O)n1-c1ccccc1	1	1	0	-7	15	2	-1	5	-4
Cc1ccc(C)c2c1cc(C)c1nnc(SCC(=O)Nc3nc4c(s3)CCCC4)n12	4	7	-2	1	5	-2	2	-16	-2
CCSc1nnc(NC(=O)[C@@H](NC(=O)c2cc(OC)cc(OC)c2)C(C)C)s1	2	-14	-3	1	9	1	0	12	0
CCn1cc(SCC(=O)N2CCc3ccccc32)c2ccccc21	1	-21	4	5	-5	3	-5	11	3

(list continues)
SMILES	PAFAH1B2 FP inh	ZTA DNA inh	LYPLA1 inh	LYPLA2 inh	PAFAH1B3 inh	PAFAH2 FP inh	EBNA-1 inh	PREPL inhibitor	pPAFAH inh
Cc1cc(C)n(-c2nc(-c3ccc(Cl)cc3)cs2)n1	-1	8	-4	-5	2	1	-7	9	-2
Cc1cccc(NC(=O)Cc2c(F)cccc2Cl)n1	3	-15	3	6	2	2	-11	11	0
COc1ccc(Oc2nnc(-c3ccccc3)cc2C#N)cc1	1	-10	0	3	10	-3	-6	0	4
O=c1c2c(nc3cc(-c4ccc(F)cc4)[nH]n13)CCC2	9	17	-3	-1	1	6	-3	7	1
CC1(C)Cc2ccccc2-c2nnc(-c3ccc(O)cc3)n21	-2	1	1	0	12	3	1	1	-1
Cc1ccc(CN=c2c([N+](=O)[O-])nn(-c3cccc(C)c3)n2O)cc1	2	-1	1	-1	5	10	-4	-7	9
COc1cc(NS(=O)(=O)c2ccc(NC(=O)c3ccc([N+](=O)[O-])cc3)cc2)ncn1	0	13	-4	1	10	-2	5	6	0
Cc1ccc(N(Cc2ccccc2F)S(C)(=O)=O)c(C)c1	9	-4	4	1	12	12	6	-21	4
Cc1cnc(C(=O)OC(C)C(=O)Nc2ccc3c(c2)OCCO3)cn1 (centres undefined)	-5	6	-3	-4	0	5	2	7	-3
Cc1ccc(-n2ncc3c(=O)[nH]c(SCC(=O)N4CC(=O)Nc5ccccc54)nc32)cc1	1	·	·	·	8	-8	·	1	-3

As entered above.
COc1ccc(Oc2nnc(-c3ccccc3)cc2C#N)cc1 in PREPL inhibitor: 0
Cc1cccc(NC(=O)Cc2c(F)cccc2Cl)n1 in PAFAH1B2 FP inh: 3

More entries follow:
SMILES	PAFAH1B2 FP inh	ZTA DNA inh	LYPLA1 inh	LYPLA2 inh	PAFAH1B3 inh	PAFAH2 FP inh	EBNA-1 inh	PREPL inhibitor	pPAFAH inh
Cc1ccc(S(=O)(=O)Nc2cc(NC(=O)CN3CCOCC3)ccc2Cl)cc1	-1	10	4	9	1	12	-4	4	4
O=C(NCC(=O)N(c1ccccc1)C(C(=O)NC1CCCC1)c1cccnc1)c1ccco1 (centres undefined)	2	4	-3	-4	-2	-3	-2	8	-10
O=C(Nc1nc(-c2ccccn2)cs1)c1ccccc1-n1cnnn1	10	-11	2	6	10	10	9	18	3
O=C(CSc1ccc(-c2ccc(Br)cc2)nn1)NCC1CCCO1 (centres undefined)	0	4	-1	-7	7	4	-14	28	3
Cc1ccccc1OCC(=O)Nc1ccc(N2CCOCC2)cc1N1CCOCC1	-1	-15	2	4	5	17	·	32	4
COc1ccc(-n2c(=O)c3c4c(sc3n(Cc3cccc(F)c3)c2=O)CN(C(C)=O)CC4)c(OC)c1	·	1	0	7	·	·	-3	1	4
O=C(NC1CCCC1)C(c1ccccn1)N(C(=O)c1csnn1)C1CCCCC1 (centres undefined)	-1	0	-2	-3	5	-3	8	2	6
Cc1ccc(S(=O)(=O)N2CCCC2)cc1C(=O)O	1	-6	1	2	7	-2	16	-4	1
Cc1ccc[n+](CC(=O)N2CCCCC2)c1C	-3	5	-4	1	2	-1	-5	-2	0
COc1cc(CCC(C)=O)ccc1OC(=O)c1c(F)cccc1Cl	1	-9	3	8	12	5	-1	3	6
CC(NC(=O)COc1ccccc1)C(=O)NCc1ccc(S(N)(=O)=O)cc1 (centres undefined)	-5	·	·	·	3	7	·	1	3
Cc1ccc2nc(SCC(=O)N3CC(C)OC(C)C3)nc(=O)n2c1 (centres undefined)	1	-1	-4	-1	8	1	1	5	3
O=C(CC1SC(=Nc2ccc3c(c2)OCCO3)NC1=O)Nc1ccc(F)cc1F (centres undefined)	1	-1	0	0	0	3	-1	-4	22
COC(=O)c1ccccc1NC(=O)CSc1ccc(C)cc1	17	1	3	-2	3	3	2	-11	3
Cc1cccc(C(=O)NC(=S)Nc2ccc(N3CCOCC3)cc2)c1	1	-14	0	7	5	6	-1	9	10
Cc1ccc(NC(=O)C2C3/C=C\CCCCC32)cc1C (centres undefined)	-4	-2	-5	-1	-8	0	4	-3	5
CN1C(=O)C2(c3ccccc31)N(C)CC(c1ccccn1)C21SC(=S)N(Cc2ccco2)C1=O (centres undefined)	6	9	-3	-1	-6	-3	-20	6	5
